Compound activity: PubChem BioAssay, National Center for Advancing Translational Sciences (NCATS)
WRN helicase inh: qHTS for Inhibitors of WRN Helicase. Bifunctional 3'-5' exonuclease/ATP-dependent helicase WRN (Homo sapiens), Q14191. WRN helicase unwinding, fluorescent forked duplex, kinetic. Potency, µM (series often up to 114 µM), for the others: top-dose activity change, negative = inhibition, hits mostly inhibitors. actives 0.46% (n = 360,000). AID 651768, 2012; further: potency means the concentration at half of the fitted maximal effect; on the % scale 0 is the no-effect control and ±100 the full control effect; nearly all actives have a fitted effect of over 55% in size
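Screening of the MLSMR collection measured strand separation of a quenched forked DNA duplex (100 nM) by 20 nM WRN with 2 mM ATP, all final. Compounds were preincubated with enzyme 15 min at room temperature.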
EPAC1 antag: qHTS for Antagonist of cAMP-regulated guanine nucleotide exchange factor 3 (EPAC1): primary screen; actives 0.14% (n = 360,000); Potency, µM (highest dose often 115 µM), inactives show top-dose activity change, negative = inhibition, hits mostly inhibitors; Rap guanine nucleotide exchange factor 3 (Homo sapiens), O95398; EPAC1 GEF assay, Rap1b-BODIPY-GDP exchange fluorescence; AID 720709, 2013;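 further: potency means the concentration at half of the fitted maximal effect; plate controls were vehicle for no effect and positive control for full effect; nearly all actives have a fitted effect of over 50% in size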
Target sequence (O95398 whole entry, looked up): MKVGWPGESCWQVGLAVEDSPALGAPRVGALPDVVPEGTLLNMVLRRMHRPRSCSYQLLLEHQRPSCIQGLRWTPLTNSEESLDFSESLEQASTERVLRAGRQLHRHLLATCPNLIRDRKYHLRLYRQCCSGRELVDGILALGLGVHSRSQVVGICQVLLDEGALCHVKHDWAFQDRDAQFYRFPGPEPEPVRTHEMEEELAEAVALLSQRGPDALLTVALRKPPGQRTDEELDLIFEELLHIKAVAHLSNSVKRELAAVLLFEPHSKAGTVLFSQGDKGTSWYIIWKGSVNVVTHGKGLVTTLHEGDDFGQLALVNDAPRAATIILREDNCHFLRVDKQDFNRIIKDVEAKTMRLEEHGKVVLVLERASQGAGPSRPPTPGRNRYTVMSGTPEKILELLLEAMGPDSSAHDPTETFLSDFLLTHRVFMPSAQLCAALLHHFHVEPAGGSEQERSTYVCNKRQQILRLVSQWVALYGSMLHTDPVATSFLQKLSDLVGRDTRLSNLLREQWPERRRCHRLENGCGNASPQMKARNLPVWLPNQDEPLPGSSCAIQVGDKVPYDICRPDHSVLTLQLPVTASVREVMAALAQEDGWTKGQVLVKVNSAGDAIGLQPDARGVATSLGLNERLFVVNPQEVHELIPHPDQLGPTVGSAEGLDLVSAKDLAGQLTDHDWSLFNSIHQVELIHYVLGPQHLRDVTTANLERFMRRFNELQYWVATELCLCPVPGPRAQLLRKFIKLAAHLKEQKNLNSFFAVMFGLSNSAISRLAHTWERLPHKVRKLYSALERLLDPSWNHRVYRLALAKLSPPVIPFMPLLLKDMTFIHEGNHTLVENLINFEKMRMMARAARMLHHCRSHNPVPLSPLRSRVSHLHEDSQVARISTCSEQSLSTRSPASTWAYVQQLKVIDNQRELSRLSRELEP
EPAC2 ag: qHTS for Agonist of cAMP-regulated guanine nucleotide exchange factor 4 (EPAC2): primary screen; Potency, µM (titrated, usually from 154 µM), for the others: at the highest dose activation, actives largely listed as activators; AID 720711, 2013; actives 0.079% (n = 360,000); EPAC2 activation, biochemical qHTS; response scale: 100% = 6.5 mM cAMP response; further: potency means the concentration at half of the fitted maximal effect; nearly all actives have a fitted effect of over 50% in size
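Setup: EPAC2 100 nM, labeled Rap1B complex 250 nM, free GDP 50 uM. Compound titrations pinned in, brief spin, 5 min room temperature incubation. Kinetic fluorescence read over 30 min, normalized to 6.5 mM cAMP.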
EPAC1 agonist: qHTS for Agonist of cAMP-regulated guanine nucleotide exchange factor 3 (EPAC1): primary screen; Rap guanine nucleotide exchange factor 3 (Homo sapiens), O95398; EPAC1 agonist qHTS, biochemical assay; response scale: 100% = response to 6.5 mM cAMP; Potency, µM (doses to about 154 µM), for inactives: at the highest dose activation, actives largely listed as activators; actives 0.073% (n = 360,000); further: potency means the concentration at half of the fitted maximal effect; nearly all actives have a fitted effect of over 60% in size
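Nucleotide exchange assay: 100 nM EPAC1 with 250 nM Rap1B loaded with BODIPY-GDP and 50 uM GDP, room temperature. Fluorescence (480/540 nm) read every 5 min for 30 min; signal change normalized to 6.5 mM cAMP as full agonist.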
IL-2 act: qHTS of IL-2 Activators. IL-2 activation reporter assay, cell-based qHTS; stimulated with anti-CD3/CD4/CD28 beads; in transgenic mouse T cells. activation, % (series mostly up to about 46 µM). actives 0.065% (n = 360,000). AID 652025, 2013; in the data active means activation above about 50%; inconclusive means mostly about 30% to 49%; further: 0% is about no effect
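Readout: EGFP and DsRed signals by fluorescent plate cytometry. Unstimulated transgenic mouse T cells received compound 60 min before antibody-bead stimulation, then incubated 18 h at 37 degrees C.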
CCT chaperon mod: High-Throughput Screening for Modulators of Cytosolic Chaperonin Activity; purified chaperonin ATPase assay, HTRF ADP detection, 30 min; activity change, % (no concentration beside the values), hits read low; actives 0.3% (n = 360,000); in the data active means activity change below about -30%; further: on the % scale 0 is the no-effect control and ±100 the full control effect
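First, chaperonin was dispensed at 40 nM or 20 nM final depending on batch activity. Next, compounds were pinned at 76 uM and ATP added at 10 uM. After 30 min at 37 °C, ADP detection reagents ran 30 min at ambient temperature.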
PI5P4K alpha inh: qHTS for Inhibitors of phosphatidylinositol 5-phosphate 4-kinase (PI5P4K); Phosphatidylinositol 5-phosphate 4-kinase type-2 alpha (Homo sapiens), P48426; PI5P4Kalpha enzyme, ADP-Glo luminescence, 60 min; active compounds read low; max response, %; actives 1.2% (n = 330,000); AID 652105, 2013; active means max response of -50% or lower; inconclusive means between -30% and -50%; inactive means -30% or higher; further: value at the top dose of about 77 µM; on the % scale 0 is the no-effect control and ±100 the full control effect
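ADP-Glo luminescence end-point read after a 60 min room-temperature kinase reaction of PI5P4Kalpha plus substrate, initiated with ATP at 5 microM final. Buffer: 0.038 M HEPES pH 7.4, EGTA, 0.1% CHAPS, 5% DMSO.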
PLK1 PBD inh: qHTS for Inhibitors of PLK1-PDB (polo-like kinase 1 - polo-box domain): Primary Screen; Serine/threonine-protein kinase PLK1 (Homo sapiens), P53350; Plk1 PBD binding of FITC phosphopeptide, fluorescence polarization; Potency, µM, for the others: max response, negative = inhibition, usual class: inhibitors; actives 2.8% (n = 360,000); further: potency means the concentration at half of the fitted maximal effect; series mostly up to about 57 µM; on the % scale 0 is the no-effect control and ±100 the full control effect; nearly all actives have a fitted effect of over 65% in size
An asterisk follows results filed as active; ? = inconclusive; . = not tested or not shown; [ ] = remark or other dose. Unless noted, the call rests on the fitted dose curve; in most records, active means well fitted curve in the direction sought with a large enough effect; inconclusive means small, poorly fitted or top-dose-only effect, or another doubt; inactive means no such curve, though single readings can be large; an effect the other way counts as inactive or inconclusive.

SMILES	WRN helicase inh	EPAC1 antag	EPAC2 ag	EPAC1 agonist	IL-2 act	CCT chaperon mod	PI5P4K alpha inh	PLK1 PBD inh
CCOC(=O)N1CCC(=NNc2ccnc3cc(Cl)ccc23)CC1	-19%[57.1 µM]	-23%	10%	3%	-0.8	1.0	-3	-8%
CCCCNC(=O)CN1CCN(Cc2ccc3cc(OC)ccc3c2)CC1	0%	17%	12%	-2%	-0.2	-4.3	4	-6%
O=C(Nc1ccccc1)/C(=C/c1cccnc1)NC(=O)c1ccccc1	-1%	-12%	-3%	7%	2.0	0.0	2	-10%
COc1cccc(/C=N/Nc2ncccc2[N+](=O)[O-])c1OC	-5%	-23%	-3%	-6%	-1.4	-1.3	-24	-4%
CCOC(=O)c1[nH]c(C)c(CN(CCc2ccc(OC)c(OC)c2)C(=O)CCCC(=O)O)c1C	6%	-4%	-13%	0%	0.5	1.0	0	-7%
O=C(OCc1cn([C@H]2C[C@H](c3ccccc3)N(CC3CCCCC3)C[C@@H]2O)nn1)c1ccccc1	-5%	3%	4%	-26%	-3.0	-3.3	-8	1%
COc1ccc(-n2nc(C(=O)Nc3ccc4c(c3)OCO4)c3c4ccccc4n(C)c3c2=O)cc1	2%	-10%	-4%	-1%	-0.4	0.5	-2	-1%
CC(C)c1nnc(NC(=O)c2cc3ccccc3o2)s1	-7%	30%	7%	6%	-0.2	-0.3	-3	-9%
CCOc1ccc(C(=O)C(C)OC(=O)CN2C(=O)NC(C)(C)C2=O)cc1 (configuration not stated)	-1%	8%	2%	6%	-0.3	-1.7	4	-5%
CCc1nc2c(OCCOC)cccn2c1N(C)C(=O)c1ccco1	0%	0%	5%	4%	1.7	-0.2	1	-13%
O=C(Nc1nnc(S(=O)(=O)N2CCOCC2)s1)c1ccccc1Cl	-1%	-23%	-1%	-6%	-1.9	0.8	-10	-1%
Cn1c(-c2ccc3c(c2)OCO3)cnc1NCc1ccccc1	3%	-23%	-5%	-11%	-1.1	1.0	.	0%
Cc1ccc(CNC(=O)C(=O)NCC2OCCN2S(=O)(=O)c2ccc(Br)cc2)cc1 (configuration not stated)	1%	-16%	-4%	2%	-4.9	-1.5	0	7%
O=C(C(=O)N1CCN(c2ccccc2)CC1)c1cn(CC(=O)N2CCCCCC2)c2ccccc12	-11%	-15%	1%	12%	-1.2	-1.1	11	-7%
CCC1(CC)NC(=O)N(CC(=O)OC(C)C(=O)Nc2cc([N+](=O)[O-])ccc2OC)C1=O (configuration not stated)	-19%	-25%	2%	6%	-0.7	-2.9	7	-4%
CC(=O)c1ccc(Oc2cc(C)nc(N3CCOCC3)n2)cc1	-5%	-4%	9%	6%	-0.3	0.2	-2	-6%
COC(=O)C1(C)CCCC2(C)C3CCC(C(C)C)C(CO)C3C(CO)CC12 (configuration not stated)	-10%	-21%	-11%	-16%	-1.2	1.0	30	-8%
CC1CCc2c(sc(NC(=O)CCCn3cnc([N+](=O)[O-])n3)c2C(N)=O)C1 (configuration not stated)	1%	2%	8%	3%	-0.3	2.0	-1	-4%
Cc1cccc(CN2CCN(CC(=O)NCCCN3CCCC3=O)C2=O)c1	-25%[57.1 µM]	11%	2%	-1%	0.0	-1.1	0	-7%
CC1Cc2ccccc2N1C(=O)CSc1nncs1 (configuration not stated)	3%	11%	1%	-2%	-0.8	-1.7	-4	0%
C=CCNc1ncnc2c1ncn2[C@H]1CN(CCN2CCOCC2)C[C@@H](CO)O1	2%	-2%	-1%	-2%	1.2	0.6	6	1%
O=C1CC(c2ccc(S(=O)(=O)N3CCCCC3)cc2)CN1 (configuration not stated)	0%	7%	3%	-1%	3.0	-2.8	.	-4%
CCCCCCC1CC(C)(/C(C)=N/NC(N)=O)OC1=O (configuration not stated)	1%	-2%	-19%	2%	-0.9	-0.2	.	-6%
CCOC(=O)c1ccc(NC(=O)CSc2nnc(COc3ccccc3)n2C)cc1	-19%	-14%	8%	1%	4.0	1.9	-18	-5%
C/C(CC(=O)Nc1ccc(Cl)cc1Cl)=N\NC(=O)c1ccco1	-3%	-23%	16%	-5%	0.2	0.5	10	-13%

2 of the compounds above, with each value named:
CCc1nc2c(OCCOC)cccn2c1N(C)C(=O)c1ccco1
  WRN helicase inh = 0% | EPAC1 antag = 0% | EPAC2 ag = 5% | EPAC1 agonist = 4% | IL-2 act = 1.7 | CCT chaperon mod = -0.2 | PI5P4K alpha inh = 1 | PLK1 PBD inh = -13%
C/C(CC(=O)Nc1ccc(Cl)cc1Cl)=N\NC(=O)c1ccco1
  WRN helicase inh = -3% | EPAC1 antag = -23% | EPAC2 ag = 16% | EPAC1 agonist = -5% | IL-2 act = 0.2 | CCT chaperon mod = 0.5 | PI5P4K alpha inh = 10 | PLK1 PBD inh = -13%

Fetched one by one from the entries so far (5):
SMILES	WRN helicase inh	EPAC1 antag	EPAC2 ag	EPAC1 agonist	IL-2 act	CCT chaperon mod	PI5P4K alpha inh	PLK1 PBD inh
CCOC(=O)c1[nH]c(C)c(CN(CCc2ccc(OC)c(OC)c2)C(=O)CCCC(=O)O)c1C	6%	-4%	-13%	0%	0.5	1.0	0	-7%
CCCCCCC1CC(C)(/C(C)=N/NC(N)=O)OC1=O (configuration not stated)	1%	-2%	-19%	2%	-0.9	-0.2	.	-6%
CCCCNC(=O)CN1CCN(Cc2ccc3cc(OC)ccc3c2)CC1	0%	17%	12%	-2%	-0.2	-4.3	4	-6%
O=C1CC(c2ccc(S(=O)(=O)N3CCCCC3)cc2)CN1 (configuration not stated)	0%	7%	3%	-1%	3.0	-2.8	.	-4%
C=CCNc1ncnc2c1ncn2[C@H]1CN(CCN2CCOCC2)C[C@@H](CO)O1	2%	-2%	-1%	-2%	1.2	0.6	6	1%

Next section:
SMILES	WRN helicase inh	EPAC1 antag	EPAC2 ag	EPAC1 agonist	IL-2 act	CCT chaperon mod	PI5P4K alpha inh	PLK1 PBD inh
CC(=O)C1=C(c2ccccc2)OC(N)=C(C#N)C1c1ccc(O)cc1 (configuration not stated)	-8%	-1%	10%	16%	-0.6	0.7	-12	-10%
COc1ccc(CNC(=O)COC(=O)C(CCSC)N2C(=O)c3ccccc3C2=O)cc1 (configuration not stated)	-7%	-9%	17%	9%	-0.1	-1.9	0	-13%
CC1CCc2cc(F)ccc2N1C(=O)CCC(=O)O (configuration not stated)	5%	-3%	3%	0%	0.5	-0.9	5	-5%
CCc1nc2c(OCc3ccc(C(=O)N(C)C)cc3)cccn2c1N(C)C(=O)Nc1ccccc1OC	6%	0%	3%	4%	-0.2	-0.4	-2	2%
c1cncc(-c2nnc(SCc3cccc4ccccc34)o2)c1	-7%	-3%	7%	16%	-1.8	0.3	-1	-13%
CCN(CC)c1ccc(CNc2ccc3c(c2)ncn3C(C)(C)C)cc1	-2%	-14%	8%	-5%	-3.1	-1.2	4	-1%
Cc1ccc(S(=O)(=O)NCC(=O)OC(C)C(=O)NC2CCCCC2C)cc1C (configuration not stated)	10%	4%	17%	-5%	-2.6	-3.4	10	-2%
COc1ccc2c(c1)C(SCC(=O)NCCc1ccc(Cl)cc1)CC(C)(C)O2 (configuration not stated)	-6%	-25%	3%	2%	-2.7	-1.6	10	-23%
COC(=O)c1ccccc1NC(=O)Nc1nnc(N2CCC(C)CC2)s1	2%	-3%	11%	-1%	-1.4	-3.5	-1	-5%
COc1cc2c3nc4n(c(=O)c3n(CC(=O)N3CCCC3)c2cc1OC)CCS4	2%	-3%	5%	-8%	-0.6	-2.9	3	-13%
COc1cc(OC)c(OC)cc1CNC(=O)c1cc(S(=O)(=O)N(C)c2ccccc2OC)ccc1C	-2%	-9%	15%	10%	-0.4	0.0	-2	-15%
CCNc1nc(Oc2ccc(C#N)cc2)cc(C(F)(F)F)n1	-36%	?	13%	-4%	1.2	-1.4	-3	-7%
COc1ccc(C)cc1NC(=O)c1ccc2c(c1)OCO2	-1%	-6%	-5%	13%	-1.5	-0.6	7	-10%
Nc1ccc(CSc2ccccc2)cc1	-8%	-11%	15%	2%	-0.7	-1.2	-5	-1%
Cc1ccccc1NC(=O)COc1ccc(Br)cc1C	-3%	-9%	9%	-3%	-2.7	-0.6	1	-6%
CC(C)Oc1ccc(/C=C(/NC(=O)c2ccccc2)C(=O)NC(Cc2ccccc2)C(=O)O)cc1 (configuration not stated)	-3%	-2%	12%	5%	0.3	1.5	-11	-6%
Cc1nn(CC(=O)NC(=O)NC2CCCC(C)C2C)c(=O)c(C#N)c1C (configuration not stated)	-8%	-5%	-6%	-4%	-1.5	0.9	4	-6%
CCCc1cc(C(=O)Nc2ccc(C(=O)c3ccccc3)cc2)n(C)n1	0%	8%	11%	4%	-2.5	1.7	-3	1%
O=C(O)CCCn1cc(NC(=O)c2ccco2)cn1	5%	36%[activator]	0%	9%	0.5	1.5	0	-4%
CCOC(=O)c1ccc(-c2ccc(N3C(c4cccc(OC)c4)=Cc4ccc(F)cc4C3CC(C)=O)cc2)cc1F (configuration not stated)	2%	6%	-2%	-9%	-0.4	1.4	0	1%
COCCCNC(=O)Cc1c(C)c2cc3c(cc2oc1=O)OC(C)(C)CC3	-1%	-6%	6%	1%	0.6	-4.6	4	-5%
Cc1ccc(S(=O)(=O)n2cnc(C)c2)cc1	-6%	-8%	8%	3%	0.5	1.1	3	-4%
COC(=O)C1CC(O)C(O)C(O)C1 (configuration not stated)	10%	2%	1%	-26%	-0.4	0.9	1	0%
CCC1CCC(C(=O)NC(CCSC)C(=O)NCCc2ccc(S(N)(=O)=O)cc2)CC1 (configuration not stated)	0%	6%	0%	1%	-0.8	1.0	-4	-3%
CC(=O)NCC(=O)N[C@@H](CC(=O)OCc1ccccc1)C(=O)OCc1ccccc1	-8%	7%	7%	10%	-0.8	-1.1	12	1%
O=C(COc1ccc2c(c1)oc(=O)c1ccccc12)N[C@@H](Cc1c[nH]c2ccccc12)C(=O)O	0%	-5%	-3%	-15%	0.5	0.3	-2	0%

A portion of the library; count on the stated rates, not on these rows.
